CSM14.1 death rescue = protection against thapsigargin-triggered cell killing – 384-well, CSM14.1, ATP luminescence, primary screen (AID 1222); one-dose cellular ATP content (survival), % at 20 µM; EC50 in µM for titrated hits; CSM14.1 thapsigargin-induced death rescue, ATP luminescence; higher % means a stronger effect; 190,000 tested, under 10 active;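 active means EC50 below 50 µM in the dose-response confirmation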;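 further: death triggered by thapsigargin at about 15 µM added after 2 h compound pretreatment; cell ATP read after overnight thapsigargin exposure of roughly 18 to 22 hours; normalized against plate controls of thapsigargin alone and 5% DMSO vehicle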
SV40 large T antigen = SV40 large T antigen inhibitors, biochemical (AID 1903). SV40 large T antigen ATPase/helicase inhibition assay; higher % means a stronger effect. inhibition, % at 20 µM, or IC50 in µM where a hit was titrated. actives 0.39% (n = 310,000); in the data active means a potency from the dose series; inconclusive means inhibition mostly from about 32% at the one dose, without a potency; inactive means the rest, 99 in 100 with inhibition below about 32%; further: strong numbers were not always called active
WT yeast gro inh = growth inhibition of WT yeast, mitochondrial fusion screen; mitochondrial fusion phenotypic screen, WT strain; inhibition, % at 10 µM; actives 2.1% (n = 190,000); in the data active means inhibition above about 58%; tested in S. cerevisiae
XIAP displacement = XIAP antagonists, biochemical, IAP family, fluorescence polarization (AID 1018); displacement, % at 20 µM, or IC50 in µM where a hit was titrated; XIAP BIR domain, fluorescence polarization peptide displacement; higher % means a stronger effect; actives 0.007% (n = 200,000); in the data active means displacement above about 50%; further: a part of the inactive calls stands beside numbers as strong as those of hits
West Nile antiviral = inhibition of WNV-induced cytopathic effect – cell-based, CPE readout (AID 1621); actives 0.02% (n = 290,000); CPE inhibition, % at 10 µM, or IC50 in µM where a hit was titrated; West Nile virus-infected cells, CPE inhibition; higher % means a stronger effect; in the data active means a potency from the dose series; inconclusive means CPE inhibition mostly from about 3.7% at the one dose, without a potency; inactive means the rest, 99 in 100 with CPE inhibition below about 2.2%; further: strong numbers were not always called active
K1F lysis inhibition = inhibition of K1F phage lysis, E. coli UTI89, bacterial capsule biogenesis inhibitors, alamar blue (AID 488966); E. coli UTI89 K1F phage lysis, alamar blue, 2 h; higher % means a stronger effect; one-dose inhibition, % at 100 µM; IC50 in µM for titrated hits; actives 0.02% (n = 340,000);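 active means phage lysis inhibition, versus mean bacterial control, above a set limit; inconclusive means no clear call, values can overlap the other calls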;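 further: capsule biogenesis inhibitors block K1F phage lysis so surviving cells raise fluorescence; higher fluorescence means more inhibition of phage lysis; actives were called in the ten point dose series up to 300 µM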
Yfh1-off respiration = enhancers of respiration in Yfh1-depleted yeast, dose response, Friedreich's ataxia, plus single-dose screen (AID 1465); one-dose fold induction at 50 µM; EC50 in µM for titrated hits; actives 0.074% (n = 220,000); S. cerevisiae Yfh1-off respiration, WST-1 reduction, 72 h; higher fold induction means a stronger effect;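 active means fold induction of absorbance versus untreated yeast above a set limit, then at least 30% activation at any dose in follow-up; inconclusive means repeats straddling the limit, or above it without dose testing; inactive means fold induction below the set limit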;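 further: activators that raise dye reduction in frataxin-depleted yeast; strong numbers were not always called active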
RSV CPE inhibition = RSV antiviral activity via CPE protection, HEp-2 cells, primary 10 µM value included (AID 2391); HEp-2 cells, RSV-induced CPE inhibition; higher % means a stronger effect; CPE inhibition, % at 10 µM; hits with a dose series show IC50 in µM; actives 0.13% (n = 310,000); in the data active means a potency from the dose series; inconclusive means CPE inhibition mostly from about 23% at the one dose, without a potency; inactive means the rest, 99 in 100 with CPE inhibition below about 21%; further: strong numbers were not always called active
NS5 inhibitors = Dengue-2 NS5 methyltransferase inhibitors, primary screen, biochemical, confirmation dose response (AID 588689); Dengue-2 NS5 methyltransferase capping enzyme assay, biochemical; higher % means a stronger effect; actives 0.3% (n = 340,000); inhibition, % at 25 µM, or IC50 in µM where a hit was titrated; in the data active means a potency from the dose series; inconclusive means inhibition above about 29% without an active follow-up result
WT yeast gro inh mutant strain = further read-out of WT yeast gro inh, marked with its call; inhibition, %; mitochondrial fusion phenotypic screen, mutant strain inhibition
Numbers without * were called inactive; i = inactive; ? = inconclusive; / = no result given; [ ] = dose if it differs, or a comment. This is a random part of the collection; about 2.2% have a hit in one of these screens.

#	Structure	CSM14.1 death rescue	SV40 large T antigen	WT yeast gro inh	WT yeast gro inh mutant strain	XIAP displacement	West Nile antiviral	K1F lysis inhibition	Yfh1-off respiration	RSV CPE inhibition	NS5 inhibitors
1	Brc1ccccc1C1=Nn2c(nnc2-c2ccco2)SC1	/	18%	/	/	/	-0.3%	-0.5%	i	5.4%	0%
2	CC(C)C(NC(=O)c1ccccc1)C(=O)N/N=C\c1ccco1 (stereo not drawn)	-0.3%	8%	-9	-10	0.9%	0.1%	3.8%	i	2.9%	1%
3	CN(C)c1ccc(NC(=O)Cn2cc3c(n2)CCCC3)cc1	-2.8%	25%	6	0	-27%	0.4%	0.8%	i	2.1%	1%
4	COc1cc(CNCCSc2nnnn2C)cc(Br)c1OCc1ccc(F)cc1	-2.0%	14%	-28	1	-3.8%	-0.1%	0.5%	i	-1.4%	-9%
5	O=C(NC1CCCCC1)C(c1ccc(F)cc1)N(Cc1ccco1)C(=O)CN1C(=O)c2ccccc2S1(=O)=O (stereo not drawn)	-0.8%	2%	0	-13	-4.4%	-0.4%	0.5%[50 µM]	i	-0.4%	-4%
6	CCOc1ccc(N=c2oc3cc(O)ccc3cc2C(=O)NCC2CCCO2)cc1 (stereo not drawn)	-0.9%	7%	-22	4	-2.3%	0.0%	1.9%	i	1.8%	-2%
7	COc1ccc(/C=N/NC(=O)CNC(=O)c2cccs2)cc1	-2.6%	5%	-9	35	0.4%	-0.3%	6.7%	i	0.4%	-3%
8	COc1ccc(-n2c(SCC(=O)Nc3cc(C)on3)nc3ccccc3c2=O)cc1Cl	1.3%	7%	19	5	-11%	-0.4%	0.0%	i	-0.6%	5%
9	CCOc1ccc(NS(=O)(=O)c2ccc(OCC(=O)N3CCCC3)cc2)cc1	0.3%	2%	-1	1	-2.9%	-0.1%	-0.8%	i	-1.2%	-3%
10	COc1ccc(C(CC(=O)Nc2ccc(C)cc2)NC(=O)C(F)(F)F)cc1 (stereo not drawn)	12%	10%	-2	9	-7.1%	-0.3%	-0.2%	i	1.6%	1%
11	O=C1N[C@@H](Cc2ccccc2)C(=O)N2[C@H]3Nc4ccccc4[C@@]3([C@]34C[C@H]5C(=O)N[C@@H](Cc6ccccc6)C(=O)N5[C@H]3Nc3ccccc34)C[C@@H]12	/	2%	/	/	/	-0.1%	/	i	-0.2%	/
12	Cc1c(C)n(C(=O)CN2CCN(c3ccccc3)CC2)c2ccccc12	-0.7%	-4%	-11	3	-6.0%	-0.1%	1.6%	i	?	-2%
13	Cn1c(-c2ccc(C(=O)c3ccccc3)s2)nc2ccccc21	/	/	/	/	/	-0.3%	-3.6%	i	8.2%	-5%
14	Cc1ccc(-c2nnn(CC(=O)N(c3cccc(O)c3)C(C(=O)NC(C)(C)C)c3cccs3)n2)o1 (stereo not drawn)	1.0%	1%	9	6	-4.5%	?	0.2%	i	2.5%	-1%
15	CCCCNC(=O)c1cc2c(=O)n(CC)c3ccccc3c2s1	/	7%	/	/	/	0.0%	0.0%	/	1.2%	-6%
16	O=C(Cc1ccc(S(=O)(=O)N2CCOCC2)s1)Nc1ccc(N2CCOCC2)cc1	-2.6%	11%	-15	8	-7.5%	-0.5%	-0.5%	i	0.1%	-8%
17	COc1ccccc1/C=C/C=N/Nc1cccc(C(=O)O)c1	/	21%	/	/	/	0.0%	-0.2%	/	3.7%	8%
18	Cc1cc(NC(=O)COc2cccc3cccnc23)no1	-2.1%	10%	-10	4	-3.2%	1.4%	/	i	/	/
19	Fc1ccc(-n2c(-c3ccc4ccccc4n3)n[nH]c2=S)cc1	0.3%	8%	-3	4	-4.2%	0.9%	-0.1%	i	3.1%	20%
20	N#Cc1ccccc1Sc1ccccc1N	4.6%	9%	-3	-3	-5.4%	-0.7%	1.8%	i	-0.8%	-1%
21	CCN(CC)c1ccc(C=Nc2ccccc2C)c(O)c1	-2.3%	10%	2	25	-2.1%	-0.4%	1.3%[50 µM]	i	1.4%	-12%
22	CCc1ccc(C2=NNC(=Nc3c(C)n(C)n(-c4ccccc4)c3=O)SC2)cc1	-1.1%	12%	2	0	-0.7%	0.7%	-0.4%	i	58%	9%
23	COCc1nnc(NC(=O)c2ccc(OC)cc2OC)s1	-2.4%	-4%	13	-4	-9.5%	0.5%	0.2%	i	-0.2%	-6%
24	COc1cccc(C(=O)/C(C#N)=N/Nc2cccc(-c3ccnc(C)n3)c2)c1	/	10%	/	/	/	0.3%	0.6%	i	4.9%	5%
25	Cc1cccc(C)c1-n1cccc1/C=C1\SC(=S)N(c2cccc(C(=O)O)c2)C1=O	-6.8%	22%	84*	80*	-7.4%	0.6%	-2.1%	i	44%	24%
26	CCCCn1c(N)c(N(CC(C)C)C(=O)c2cccc(OCc3ccccc3)c2)c(=O)[nH]c1=O	/	13%	/	/	/	/	0.7%[50 µM]	/	-1.2%	-1%
27	Nc1nnnn1/N=C/c1ccc(N2CCCCC2)c([N+](=O)[O-])c1	-3.0%	24%	-10	3	-5.9%	-0.8%	6.6%	i	3.9%	3%
28	O=C(O)c1ccc(NC(=S)NC(=O)c2cccc(COc3ccccc3)c2)cc1	2.7%	/	91*	71*	-0.5%	0.3%	-0.3%	i	8.0%	-5%
29	COc1ccc(OC)c(C2=Nn3c(nnc3-c3cc(C)[nH]n3)SC2)c1	/	8%	/	/	/	0.8%	-2.1%	i	/	-3%
30	CCCCOc1cccc(C(=O)O)c1	-0.7%	3%	8	1	-14%	0.9%	0.5%	i	1.6%	0%

(next part)
#	Structure	CSM14.1 death rescue	SV40 large T antigen	WT yeast gro inh	WT yeast gro inh mutant strain	XIAP displacement	West Nile antiviral	K1F lysis inhibition	Yfh1-off respiration	RSV CPE inhibition	NS5 inhibitors
31	O=C(COc1ccc(Cl)cc1)NCc1nnc(SCC(=O)Nc2ccccc2F)o1	0.8%	5%	1	4	-8.4%	0.5%	-0.2%	i	-0.7%	5%
32	CC1CN(C)C(C)c2c1oc1ccc(N)cc21 (stereo not drawn)	1.0%	8%	-3	-3	-5.7%	-0.1%	0.5%	i	1.2%	1%
33	CCOc1ccccc1NC(=O)CSc1nnnn1Cc1ccccc1	-1.8%	-9%	12	-2	-6.4%	-1.4%	2.4%	i	-0.4%	6%
34	COCCCNC(=O)CCn1c(=O)c2ccccc2n(Cc2cccc([N+](=O)[O-])c2)c1=O	-0.8%	18%	-12	-12	-8.5%	0.6%	0.3%	i	2.3%	-6%
35	CCOC(=O)c1[nH]c2ccc(OC)cc2c1NC(=O)/C=C/c1ccc2c(c1)OCO2	0.7%	1%	17	2	3.3%	-0.4%	0.2%[50 µM]	i	-0.2%	5%
36	O=C(CCN1C(=O)/C(=C/c2ccccc2F)SC1=S)Nc1cccnc1	/	3%	/	/	/	-0.8%	-0.1%	/	0.0%	-3%
37	O=C(Cn1nc(Cc2cccnc2)c2ccccc2c1=O)NCC1CCCO1 (stereo not drawn)	/	-1%	3	4	-0.7%	0.2%	1.9%	i	1.3%	7%
38	CC1CN(Cc2nnc(-c3ccccc3)o2)CC(C)O1 (stereo not drawn)	-1.7%	7%	4	9	-5.2%	0.8%	0.0%	i	8.0%	-1%
39	C/C(=N/N=C/c1ccccc1O)c1ccccc1O	/	9%	/	/	/	-0.2%	-1.0%[50 µM]	/	1.2%	8%
40	CCN(CC)C(=O)c1sc(NC(=O)c2ccoc2C)c(C(=O)OC)c1C	-0.6%	30%	8	-3	-5.3%	-0.3%	-0.2%	i	-0.1%	-5%
41	CCCCN1C(=O)c2cccc3cc(O)cc(c23)C1=O	/	15%	/	/	/	/	-0.8%	/	13%	1%
42	O=C(CCCNC(=O)c1ccc(Cl)cc1)Nc1ccccc1F	/	8%	/	/	/	-0.1%	-0.4%	/	2.4%	-5%
43	CCn1c(Cc2ccccc2)nnc1SCC(=O)NC1CC1	1.2%	2%	-16	6	-3.8%	-0.3%	1.2%	i	1.9%	-1%
44	Cc1ccc(N2CCN(S(=O)(=O)c3ccc(C)cc3)CC2)cc1	/	4%	/	/	/	-0.5%	4.3%	/	0.9%	9%
45	O=S(=O)(c1ccccc1)[C@@]1(c2ccc(Br)cc2)C[C@@H]2ON=C(c3ccccc3)[C@@H]2C1	/	7%	/	/	/	/	0.5%	/	12%	7%
46	CCC(C(=O)Nc1cc(C(=O)Nc2cc(C)ccn2)ccc1Cl)c1ccccc1 (stereo not drawn)	-2.2%	-1%	10	-6	-4.7%	-1.7%	1.2%[50 µM]	i	3.7%	-3%
47	CCCCCCCNC(=O)C1(CC2CC(c3cccc(Br)c3)=NO2)CCN(C(=O)CCCCCBr)CC1 (stereo not drawn)	/	5%	/	/	/	/	-3.5%	/	-1.0%	-14%
48	CCN(CC)C(=O)Oc1nnc(SC(C)C)n1-c1ccc(Cl)c(Cl)c1	/	5%	/	/	/	-0.4%	-1.0%	i	-0.3%	8%
49	CCOc1ccccc1NC(=O)CSc1nc2ccccc2nc1N1CCOCC1	/	4%	/	/	/	0.3%	0.5%	/	4.0%	-1%
50	COc1ccc(-n2nnc3c(SC(C(C)=O)C(=O)N(C)C)ncnc32)cc1 (stereo not drawn)	/	31%	/	/	/	0.2%	-0.1%	/	3.7%	-9%
51	Cc1c(Cl)cccc1NC(=O)Nc1cc(C(C)(C)C)on1	/	8%	/	/	/	-0.8%	1.6%	/	17%	-9%
52	CC(C)c1cccc(C(C)C)c1NC(=O)CNCC(O)c1ccccc1 (stereo not drawn)	/	5%	/	/	/	-0.4%	0.1%	/	0.5%	-2%
53	Cc1ccc2c(c1)c(-c1ccccc1)nc1nnnn12	-0.8%	2%	3	-13	-3.7%	0.8%	-0.8%	i	2.1%	-4%
54	CNC(=O)c1cc2c(=O)n3cccc(C)c3nc2n(C(C)C)c1=N	-0.2%	13%	12	9	-2.9%	-0.6%	-0.1%	i	-1.2%	-6%
55	COc1ccc(C(C)(C)C)cc1NC(=O)COC(=O)c1ccc([N+](=O)[O-])o1	3.3%	7%	76	84	-3.2%	-0.1%	-0.6%	i	3.2%	-3%

Reprinted at random: 2 compounds from above, in no set order.
#	Structure	CSM14.1 death rescue	SV40 large T antigen	WT yeast gro inh	WT yeast gro inh mutant strain	XIAP displacement	West Nile antiviral	K1F lysis inhibition	Yfh1-off respiration	RSV CPE inhibition	NS5 inhibitors
35	CCOC(=O)c1[nH]c2ccc(OC)cc2c1NC(=O)/C=C/c1ccc2c(c1)OCO2	0.7%	1%	17	2	3.3%	-0.4%	0.2%[50 µM]	i	-0.2%	5%
46	CCC(C(=O)Nc1cc(C(=O)Nc2cc(C)ccn2)ccc1Cl)c1ccccc1 (stereo not drawn)	-2.2%	-1%	10	-6	-4.7%	-1.7%	1.2%[50 µM]	i	3.7%	-3%

Bioassay records from PubChem.
